# Source: PubChem BioAssay
# EPAC1 antag: blocks human EPAC1 exchange factor; EPAC1 GEF assay, Rap1b-BODIPY-GDP exchange fluorescence; Potency, µM (titrated, usually from 115 µM), inactives show at the highest dose activity change, negative = inhibition, most hits filed as inhibitors; 0.14% of 360,000 active; O95398;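 further: plate controls were vehicle for no effect and positive control for full effect; nearly all actives have a fitted effect of over 50% in size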
# PTHR1 agonist: activates the human parathyroid hormone receptor PTHR1 | AID 743266 | Potency, µM (doses to about 115 µM), for inactives: top-dose activation, usual class: activators | Q03431 | HEK293 GP2 PTHR1 cells, GloSensor cAMP luminescence, 1 h | 0.075% of 410,000 active; further: nearly all actives have a fitted effect of over 55% in size; some results filed as inactive show a strong effect at the top dose; inactives centre near -15; many of its hits are not listed in these tables
#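 HEK-293-derived GP2 cells expressing PTHR1 and a GloSensor cAMP reporter, 3,000/well, plated overnight, given luciferin plus IBMX (each 0.5 mM as added) for 1 h at 37 °C, then compound for 1 h at 37 °C. Luminescence was read after 15 min at room temperature.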
# FUS yeast rescue: rescues growth of FUS-expressing yeast | Potency, µM (doses to about 76.6 µM), without a hit: at the highest dose growth rescue (activation), hits mostly activators | 0.24% of 390,000 active | S. cerevisiae FUS-expressing, growth rescue, OD600, 24 h;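 further: plate controls were DMSO vehicle for no effect and reference control for full effect; nearly all actives have a fitted effect of over 55% in size; some results filed as inactive show a strong effect at the top dose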
#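 Yeast expressing FUS under galactose induction, OD 0.005 in 2% galactose medium; compounds in a dilution series, 24 h at 30C. Growth rescue by absorbance at 600 nm; CP55940 positive control, DMSO negative.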
# aSyn rescue: alpha-synuclein toxicity inhibition in yeast. Yeast expressing alpha-synuclein, growth rescue, BacTiter-Glo, 24 h. Potency, µM (top dose mostly 46.1 µM), without a hit: top-dose growth rescue (activation), usual class: activators. 0.14% of 370,000 active. AID 652106; further: % of control where 0% means no effect; nearly all actives have a fitted effect of over 65% in size
#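 Rescue of yeast growth: cells expressing toxic alpha-synuclein, induced in galactose at OD600 0.02, incubated with compound 24 h at 30 C. ATP luminescence quantified growth; inhibitors of toxicity appear as activators.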
# EPAC2 ag: activates human EPAC2 exchange factor; Q8WZA2; EPAC2 activation, biochemical qHTS; response scale: 100% = 6.5 mM cAMP response; Potency, µM (highest dose often 154 µM), for the others: top-dose activation, actives largely listed as activators; 0.079% of 360,000 active; AID 720711; further: nearly all actives have a fitted effect of over 50% in size
# Target sequence (Q8WZA2 whole entry, looked up): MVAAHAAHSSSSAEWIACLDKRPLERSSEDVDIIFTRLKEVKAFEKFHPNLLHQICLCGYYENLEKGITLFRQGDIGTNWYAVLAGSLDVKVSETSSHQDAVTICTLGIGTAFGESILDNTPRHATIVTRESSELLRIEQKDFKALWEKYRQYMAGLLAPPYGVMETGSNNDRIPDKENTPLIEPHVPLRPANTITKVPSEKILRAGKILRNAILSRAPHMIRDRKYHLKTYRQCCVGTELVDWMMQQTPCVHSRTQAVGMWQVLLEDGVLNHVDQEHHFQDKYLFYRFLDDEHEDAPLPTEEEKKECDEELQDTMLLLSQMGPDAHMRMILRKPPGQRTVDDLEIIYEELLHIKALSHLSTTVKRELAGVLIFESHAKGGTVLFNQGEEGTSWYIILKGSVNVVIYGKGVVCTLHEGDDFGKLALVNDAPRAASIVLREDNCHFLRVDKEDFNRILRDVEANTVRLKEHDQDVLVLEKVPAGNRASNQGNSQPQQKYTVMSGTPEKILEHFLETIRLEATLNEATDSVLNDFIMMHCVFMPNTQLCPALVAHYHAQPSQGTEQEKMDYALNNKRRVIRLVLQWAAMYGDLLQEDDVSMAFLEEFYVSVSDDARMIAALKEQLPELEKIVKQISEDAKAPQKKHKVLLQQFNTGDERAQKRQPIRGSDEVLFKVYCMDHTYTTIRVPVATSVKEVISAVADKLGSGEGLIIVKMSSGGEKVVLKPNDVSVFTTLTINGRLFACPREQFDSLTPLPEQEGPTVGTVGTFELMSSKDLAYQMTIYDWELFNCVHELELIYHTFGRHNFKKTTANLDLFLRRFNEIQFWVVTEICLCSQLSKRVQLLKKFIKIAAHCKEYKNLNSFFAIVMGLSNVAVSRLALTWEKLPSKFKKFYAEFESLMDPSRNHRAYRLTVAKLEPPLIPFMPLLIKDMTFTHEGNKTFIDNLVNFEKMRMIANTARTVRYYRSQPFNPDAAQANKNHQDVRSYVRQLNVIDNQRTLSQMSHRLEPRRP
#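 Exchange assay: 100 nM EPAC2 with 250 nM Rap1B-BODIPY-GDP and 50 uM GDP. Fluorescence (ex 480/em 540 nm) read every 5 min for 30 min at room temperature. Data normalized to 6.5 mM cAMP as agonist control.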
# TDP43 rescue: rescues yeast growth from TDP-43 toxicity. TDP-43 expressing yeast growth rescue, BacTiter-Glo, 24 h. Potency, µM (highest dose often 46.1 µM), for inactives: at the top dose growth rescue (activation), usual class: activators. 1.8% of 410,000 active; further: % of control where 0% means no effect; nearly all actives have a fitted effect of over 50% in size
#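 In this qHTS, compounds that restore growth of yeast expressing TDP-43 appear as activators. Cells (OD600=0.02, galactose medium, raffinose-pregrown) are incubated with compound 24 hr at 30 deg C and growth is quantified by BacTiter-Glo.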
# EPAC1 ag: EPAC1 (human) agonism; 0.073% of 360,000 active; O95398; AID 720707; Potency, µM (doses to about 154 µM), for the others: at the top dose activation, actives largely listed as activators; EPAC1 agonist qHTS, biochemical assay; response scale: 100% = response to 6.5 mM cAMP; further: nearly all actives have a fitted effect of over 60% in size
#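 Normalized to 6.5 mM cAMP, activity reflects EPAC1-catalysed release of BODIPY-GDP from Rap1B, followed kinetically over 30 min at 480 nm excitation, 540 nm emission. Reaction contained 100 nM EPAC1, 250 nM Rap1B-BODIPY-GDP, 50 uM GDP.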
# EPAC2 antagonist: blocks human EPAC2 exchange factor; 0.18% of 360,000 active; Q8WZA2; AID 720708; Potency, µM (series often up to 114 µM), for inactives: top-dose activity, negative = inhibition, usual class: inhibitors; EPAC2 GEF exchange of Rap1B-BODIPY-GDP, fluorescence; further: on the % scale 0 is the no-effect control and ±100 the full control effect; nearly all actives have a fitted effect of over 45% in size; many of its hits are not listed in these tables
# The depositor's hits bear a star; i = inactive; u = inconclusive; x = not tested or not shown; & = joins results of further samples; [ ] = dose if it differs, or a comment. The call rests on the fitted dose curve; in most records, active means well fitted curve in the direction sought with a large enough effect; inconclusive means small, poorly fitted or top-dose-only effect, or another doubt; inactive means no such curve, though single readings can be large; an effect the other way counts as inactive or inconclusive. Potency means the concentration at half of the fitted maximal effect. Not all compounds are listed; the hit share may differ from the screen's.
# Below each SMILES: EPAC1 antag	PTHR1 agonist	FUS yeast rescue	aSyn rescue	EPAC2 ag	TDP43 rescue	EPAC1 ag	EPAC2 antagonist
COc1cc(C(=O)NNC(=O)CCOc2ccccc2)cc(OC)c1OC
→ -11%	9%	x	3%	23%	0%	-5%	22%
COc1cccc(C(=O)Nc2cc(S(=O)(=O)N3CCOCC3)ccc2N2CCOCC2)c1
→ 20%	i	25%	0%[1.84 µM]	10%	-5%	3%	-8%
Cc1cccc(N2CCN(C(=O)c3cc(S(=O)(=O)N4CCOCC4)cn3C)CC2)c1C
→ 6%	i	29%	9%	-1%	8%	2%	-13%
Cc1cc(C)cc(N(CC(=O)NC2CCCC2)C(=O)CCC(=O)Nc2nc(C)cs2)c1
→ -1%	-14%	5%	2%	-8%	17%	-5%	3%
CCN(CC)C(=O)C1=C(C)N(CCC2=CCCCC2)C(=O)C(CC(=O)NCCCN(C)C)C1 (centres undefined)
→ -16%	-13%	-7%	6%	-8%	20%	1%	0%
O=C(O)CC(NC(=O)C12CC3CC(CC(C3)C1)C2)c1ccc(Cl)cc1 (centres undefined)
→ -5%	i	-18%	7%	4%	24%	10%	0%
Cc1cc(C)nc(S/C=C/C(=O)c2ccccc2F)n1
→ -10%	-89%[inhibitor]	-5%	-4%	9%	4%	7%	0%
O=C(c1ccc(N2CCCC2=O)cc1)N1CCN(c2cccc(C(F)(F)F)c2)CC1
→ 3%	i	21%	0%	9%	25%	-8%	4%
O=C(COC(=O)c1ccc(F)c(S(=O)(=O)N2CCOCC2)c1)NC1CC1
→ -19%	-6%	-5%	-1%	1%	8%	-10%	4%
COc1ccccc1NC(=O)CCc1c(C)[nH]c(=O)c(C#N)c1C
→ -9%	-2%	-22%	-5%	3%	25%	8%	5%
N#Cc1c(C(F)(F)F)cc(C2CC2)nc1N1CCCC1
→ 0%	-5%[57.5 µM]	-14%	3%	11%	10%	13%	-1%
CCOC(=O)c1sc2ccc(S(=O)(=O)N3CC(C)CC(C)C3)cc2c1N (centres undefined)
→ -1%	-27%	x	-9%	-2%	19%	-3%	-1%
O=C(NN=C1CCCCCCC1)c1ccc2ccccc2n1
→ 3%	i	7%	2%	-5%	-6%[9.22 µM]	-4%	1%
COc1cc2c3c(c1OC)C1(C=CC(=NO)C=C1)CC3N(C(C)=O)CC2 (centres undefined)
→ -2%	i	8%	-5%	-2%	-3%	0%	12%
CO[C@@H]1CN(C)C(=O)c2cc(NC(=O)NC3CCCCC3)ccc2OC[C@@H](C)N(CCc2ccccc2)C[C@@H]1C
→ -7%	-1%	8%	2%	-12%	6%	-9%	5%
Cc1ccc2nc(C3CCCN(C(=S)Nc4cccc(C)c4C)C3)[nH]c2c1 (centres undefined)
→ -4%	i	-1%	0%	0%	-14%	-4%	1%
Brc1ccc(-c2noc(-c3ccccc3)n2)o1
→ 0%	-41%&-75%[inhibitor]	-26%&-5%	-5%	6%	16%&-1%	-1%	-1%
CCc1cccc(NC(=O)c2ccc3c(=O)n4nc(Nc5ccccc5OC)sc4nc3c2)c1
→ x	11%	-2%	-5%	x	-12%	x	x
CN(C)S(=O)(=O)c1cccc(NC(=O)c2cncc(Br)c2)c1
→ 11%	i	x	-2%	5%	15%	13%	9%
CCOC(=O)CC(=O)CSC1=C(C#N)C(c2ccccc2OC)CC(=O)N1 (centres undefined)
→ 8%	-24%[57.5 µM]	16%	3%	-2%	14%	-10%	1%
CC(/C=N/n1c(-c2cccnc2)n[nH]c1=S)=C\c1ccccc1
→ -8%	-10%	x	-8%	-6%	23%	6%	-1%
COC(CNC(=O)C1CCN(S(=O)(=O)c2cccc3nsnc23)CC1)OC
→ -18%	i	-27%	-22%	1%	-5%	-10%	13%
O=C(CN1C(=O)C2CC=CCC2C1=O)Nc1ccc(S(=O)(=O)N2CCOCC2)cc1 (centres undefined)
→ -16%	i	3%	-6%	3%	2%	2%	10%
O=C(NCCN1CCN(c2cccc(Cl)c2)CC1)c1ccc(CSc2nc3ccncc3[nH]2)cc1
→ -9%	-33%[inhibitor]	5%	u	4%	-2%[0.397 µM]	12%	-15%
COc1ccc(Cc2nc(-c3ccc(-n4cccc4)cc3)no2)cc1OC
→ -3%	i	10%	0%	16%	26%	2%	-1%
O=C(NCCN1C(=O)S/C(=C\c2ccc(Cl)cc2Cl)C1=O)C1=COCCO1
→ 2%	i	-5%	u	5%	12%	13%	-12%
C/C(=N\NC(=O)C(=O)Nc1ccc(C)c(Cl)c1)c1ccncc1
→ -4%	-20%	3%	16%	11%	12%	-4%	13%
O=C(CSc1ncnc2sc3c(c12)CCC3)N1CCOCC1
→ -19%	-12%	-2%	0%	3%	10%	0%	-7%
CC(C)CC1C(=O)N(Cc2cn(CCC3OCCCO3)nn2)CCS(=O)(=O)N1Cc1ccc(-c2cccc(N(C)C)c2)cc1 (centres undefined)
→ -4%	-20%	29%	0%	4%	19%	4%	-19%
COc1ccc(N2CCN(Cc3nc4ccsc4c(=O)[nH]3)CC2)cc1
→ 16%	-6%[57.5 µM]	21%	1%	8%	-15%	0%	5%
COc1ccc(NC(=O)CCCNC(=O)c2ccc(Cl)cc2)cc1S(=O)(=O)N1CCCCC1
→ 3%	-44%[inhibitor]	-2%	5%	5%	6%	-13%	12%
O=c1cc(Nc2ccc3c(c2)OCCO3)[nH]c(=O)n1-c1ccc(Br)cc1
→ -2%	i	12%	4%	-31%[inhibitor]	-11%	-4%	9%
Cc1ccc(S(=O)(=O)N2CCOCC2)cc1N/N=C(\C#N)c1nc2ccccc2[nH]1
→ 18%	-12%	25%	-14%	15%	1%	13%	18%
Cc1c(/C=N\NC(=O)c2cc3ccccc3o2)c2ccccc2n1C
→ 22%	i	-1%	-6%	4%	4%	-10%	13%
Cc1nnc(SCC(=O)N2CCOCC2)[nH]c1=O
→ -2%	i	11%	1%	3%	5%	-2%	9%
Cc1ccc(C(=O)Nc2cccc3ccccc23)o1
→ 6%	i	-2%	2%	8%	u	4%	-6%
CC(C)(C)n1nnnc1C(c1ccc(F)cc1)N(Cc1ccc(F)cc1)Cc1ccco1 (centres undefined)
→ -30%	-10%	21%	1%	2%	u	13%	-7%
O=C1C2CCCCN2C(=O)N1CCCCN1CCN(c2cccc(Cl)c2)CC1 (centres undefined)
→ 2%	-11%	13%	-5%	5%	-7%	11%	3%
COc1cccc(CNC(=O)CSc2nnc3c(n2)[nH]c2ccc(F)cc23)c1
→ 23%	-16%	11%	-2%	2%	-4%	3%	3%
CCN(CC(=O)Nc1cccc(S(=O)(=O)N2CCCCC2)c1)Cc1ccccc1
→ -19%	-12%	32%	-3%	16%	-14%	7%	-1%

# The final two entries of the section above lead into the next.
# Below each SMILES: EPAC1 antag	PTHR1 agonist	FUS yeast rescue	aSyn rescue	EPAC2 ag	TDP43 rescue	EPAC1 ag	EPAC2 antagonist
COc1cccc(CNC(=O)CSc2nnc3c(n2)[nH]c2ccc(F)cc23)c1
→ 23%	-16%	11%	-2%	2%	-4%	3%	3%
CCN(CC(=O)Nc1cccc(S(=O)(=O)N2CCCCC2)c1)Cc1ccccc1
→ -19%	-12%	32%	-3%	16%	-14%	7%	-1%
COc1ccccc1CN(C)C[C@@H]1OCc2cnnn2CCCC(=O)N([C@H](C)CO)C[C@H]1C
→ 19%	-13%	-32%	-1%	13%	7%	12%	-1%
COC(=O)c1ccccc1OCC(=O)N1CCN(c2ccc(Cl)cc2)CC1
→ -1%	-52%[inhibitor]	6%	10%	2%	0%	9%	-26%
Cc1ccc(NC(=O)CSc2nc(=O)n(CCN(C)C)c3c2CCCC3)c(C)c1
→ -1%	-11%	4%	-6%	-3%	21%	-2%	8%
O=S(=O)(c1ccccc1)N1CCC2(CC1)CO2
→ 4%	i	13%	5%	-1%	4%	3%	-12%
Cc1ncc(CO)c2cc(C(N)=O)c(=Nc3ccccc3)oc12
→ -18%	-5%	9%	2%	-6%	2%	10%	-1%
CCc1ccc(C(C(=O)NCCOC)N(C(=O)Cn2nnc3ccccc32)c2cccnc2)cc1 (centres undefined)
→ -10%	i	1%	4%	9%	1%	-10%	0%
CCCC(=O)Nc1nnc(S(=O)(=O)N2CCCCCC2)s1
→ -22%	-8%	-13%&-20%	4%	17%	17%&21%	-4%	3%
Cc1ccc(C(=O)N2CCCC2)cc1S(=O)(=O)Nc1ccccc1
→ 3%	-10%[57.5 µM]	-11%	7%	-3%	13%	13%	9%
O=C1CC(c2ccccc2)=NN1c1ccccc1
→ -13%	-71%[inhibitor]	6%	-46%[inhibitor]	9%	-87%[inhibitor]	11%	-12%
CCCCCNc1nc(-c2ccccc2)nc(-n2ccnc2)n1
→ -11%	-14%	-2%	-12%	7%	14%	6%	0%
COc1nc(-c2ccc(C)cc2)ccc1-c1noc(-c2ccco2)n1
→ 4%	0%[57.5 µM]	33%	-7%	-2%	13%	10%	-6%
CN1CCN(C(=S)NC(=O)/C=C/c2cccs2)CC1
→ -11%	-24%	10%	-4%	15%	-5%	7%	-1%

# By substructure: those above containing a Cl atom.
# Below each SMILES: EPAC1 antag	PTHR1 agonist	FUS yeast rescue	aSyn rescue	EPAC2 ag	TDP43 rescue	EPAC1 ag	EPAC2 antagonist
O=C(O)CC(NC(=O)C12CC3CC(CC(C3)C1)C2)c1ccc(Cl)cc1 (centres undefined)
→ -5%	i	-18%	7%	4%	24%	10%	0%
O=C(NCCN1CCN(c2cccc(Cl)c2)CC1)c1ccc(CSc2nc3ccncc3[nH]2)cc1
→ -9%	-33%[inhibitor]	5%	u	4%	-2%[0.397 µM]	12%	-15%
O=C(NCCN1C(=O)S/C(=C\c2ccc(Cl)cc2Cl)C1=O)C1=COCCO1
→ 2%	i	-5%	u	5%	12%	13%	-12%
C/C(=N\NC(=O)C(=O)Nc1ccc(C)c(Cl)c1)c1ccncc1
→ -4%	-20%	3%	16%	11%	12%	-4%	13%
COc1ccc(NC(=O)CCCNC(=O)c2ccc(Cl)cc2)cc1S(=O)(=O)N1CCCCC1
→ 3%	-44%[inhibitor]	-2%	5%	5%	6%	-13%	12%
O=C1C2CCCCN2C(=O)N1CCCCN1CCN(c2cccc(Cl)c2)CC1 (centres undefined)
→ 2%	-11%	13%	-5%	5%	-7%	11%	3%
COC(=O)c1ccccc1OCC(=O)N1CCN(c2ccc(Cl)cc2)CC1
→ -1%	-52%[inhibitor]	6%	10%	2%	0%	9%	-26%
